LGR2 antag = Drosophila LGR2 receptor signaling inhibition; HEK293 LGR2, CRE-luciferase, bursicon-stimulated, 4 h; inhibition, % at 9.99 µM; 0.35% of 380,000 active; AID 720647;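 active = drop in luminescence signal, shown as inhibition above about 50% in the replicate tests, limit read from the data, passing the limit was not always enough; inconclusive = probably only some replicates passing the limit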;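 note: agonist challenge used bursicon conditioned medium at about half maximal strength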
SIRT5 inh = blocks human SIRT5 desuccinylation of peptide. Purified SirT5, succinyl-peptide AMC, trypsin-coupled fluorescence. 1.1% of 330,000 active. inhibition, % at 15 µM. Q9NXA8; in the data active = inhibition above about 15%; inconclusive = no clear call, values can overlap the other calls
Target sequence (Q9NXA8 whole entry, looked up): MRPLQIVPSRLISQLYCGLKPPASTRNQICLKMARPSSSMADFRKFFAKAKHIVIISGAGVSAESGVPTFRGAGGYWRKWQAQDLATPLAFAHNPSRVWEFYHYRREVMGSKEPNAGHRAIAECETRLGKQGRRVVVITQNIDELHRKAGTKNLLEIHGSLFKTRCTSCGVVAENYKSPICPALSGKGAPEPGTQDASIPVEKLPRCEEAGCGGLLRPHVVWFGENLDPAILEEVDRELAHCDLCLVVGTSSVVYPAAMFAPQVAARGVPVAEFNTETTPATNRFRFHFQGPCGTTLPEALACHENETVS
PAX8 reporter = inhibitors of PAX8 transcriptional activity in RMG-I cells | RMG-I TPO-luciferase reporter, SteadyGlo, 24 h | 1.2% of 360,000 active | inhibition, % at 12.6 µM;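 active = mean replicate inhibition at least 60% with every replicate also reaching 60%; inconclusive = only one of the two criteria is met; inactive = mean below 60% and not all replicates reaching 60%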;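 note: luciferase light reporting Pax8 driven TPO promoter activity; plate controls were median of neutral control wells for no effect and mitoxantrone controls for full effect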
ARNT-TACC3 inh = ARNT/TACC3 interaction disruption. AlphaScreen His-ARNT PAS-B/GST-TACC3 binding, luminescence; TACC3 fragment carries E629A point mutation. inhibition, % at 9.99 µM. AID 623870. 0.66% of 390,000 active;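 active = mean inhibition of replicates at least 50% and at least half of replicates each reaching 50%; inconclusive = half or more replicates reach 50% but mean below 50%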;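 note: 0% = complete ARNT plus TACC3 wells and 100% = ARNT alone without TACC3; many hits fall short of the cut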
EWS-Fli block = blocks EWS/Fli oncoprotein-driven transcription | 0.67% of 350,000 active | inhibition, % at 12.6 µM | AID 651661 | A673 NR0B1-luciferase reporter, viability-normalised;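 active = mean inhibition of at least 50% after viability correction, with every replicate also passing that limit; inconclusive = mean reaches 50% but only one of two replicates passes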;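 note: firefly luciferase signal divided by Alamar Blue viability fluorescence both relative to DMSO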
Casp6 inh = blocks human caspase-6 cleavage activity; inhibition, % at 12.5 µM; purified caspase-6, Z-VEID-R110 cleavage fluorescence; P55212; AID 686996; 0.53% of 350,000 active;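 active = mean inhibition across replicates at least about 35%, with every replicate also reaching that limit, limit read from the data; inconclusive = only one of the two criteria met; inactive = neither criterion met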;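 note: 0% = median of neutral control wells and 100% = no fluorescence left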
Target sequence (P55212 24-179 limits assumed): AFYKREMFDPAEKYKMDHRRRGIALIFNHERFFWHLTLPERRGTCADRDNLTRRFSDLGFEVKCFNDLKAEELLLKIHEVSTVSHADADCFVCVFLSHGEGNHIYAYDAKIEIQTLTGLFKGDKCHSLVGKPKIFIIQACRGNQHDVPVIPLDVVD
Target sequence (P55212 194-293 limits assumed): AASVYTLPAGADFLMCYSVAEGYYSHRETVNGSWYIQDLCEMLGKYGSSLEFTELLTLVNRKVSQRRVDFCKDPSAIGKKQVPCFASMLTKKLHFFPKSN
DENV2 CPE = DENV2-induced cell death inhibition; 1.7% of 350,000 active; CPE inhibition, % at 9.99 µM; AID 651640; DENV2-infected cells, cytopathic effect rescue, plate reader; in the data active = CPE inhibition above about 20%, passing the limit was not always enough; inconclusive = no clear call, values can overlap the other calls; tested in BHK-21 cells;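 note: 0% = median of neutral control wells and 100% = median of positive control wells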
* marks the source's active call; other numbers are inactive results; ? = inconclusive; / = not tested or not shown. Random draw from the library, and some 4.9% of all compounds hit somewhere here.

SMILES	LGR2 antag	SIRT5 inh	PAX8 reporter	ARNT-TACC3 inh	EWS-Fli block	Casp6 inh	DENV2 CPE
CCOc1ccc(N=Nc2cc(C(C)C)ccc2O)cc1	0	/	11	3	/	/	/
CC1CCCC(NC(=S)NC(=O)c2ccco2)C1C (stereo not given)	/	-1	-3	-14	11	2	?
O=C(O)c1ccccc1N1C(=O)c2cccc3cccc(c23)C1=O	-5	-1	14	0	4	0	0
CC(C)NC(=O)N(C)C[C@H]1Oc2ncc(C#CCC3CCCC3)cc2C(=O)N([C@H](C)CO)C[C@@H]1C	-13	1	/	-25	7	-6	-6
O=C(CNC(=O)c1cccs1)NCC(=O)OCc1ccccc1Br	-6	-2	14	2	0	0	7
Cc1ccc(NC(=O)CN2C(=O)NC3(CCCCCCC3)C2=O)cc1C	-20	3	5	-7	7	1	-2
O=C(Cc1ccccc1)NCC(=O)Nc1cccc(Cl)c1	-2	-4	11	-3	-7	-1	0
Cc1ccc(S(=O)(=O)N2CCN(C(=O)COC(=O)Cc3ccc(Cl)cc3)CC2)c(C)c1	6	3	-5	-32	-6	1	25*
Cc1ccc(NC(=O)CCl)c(C)c1	4	2	11	/	22	1	6
CCCc1cc(=O)[nH]c(SCC(=O)Nc2cccc(S(=O)(=O)N3CCCCC3)c2)n1	-15	-3	-3	1	13	2	?
CCN(CC)CCCN(C(=O)c1ccco1)c1nc(-c2ccc(Cl)cc2)cs1	15	-3	13	18	36	0	0
CC(C)C[C@H]1COCn2nncc2CC[C@@H](Cc2ccccc2)C(=O)N1	-25	-1	2	/	3	5	-2
O=C(CCc1ccccc1)N1CCN(c2ccc(F)cc2)CC1	19	4	9	-3	12	-5	6
CCOc1ccc2oc(C(=O)OCC(=O)NC(=O)NC)c(C)c2c1	4	3	10	-5	2	2	1
C[C@H]1CN([C@@H](C)CO)C(=O)Cc2cc(NC(=O)CCC(F)(F)F)ccc2O[C@@H]1CN(C)CC1CC1	17	-5	-7	-14	-17	-5	14
Nc1nc(SCC(=O)Nc2ccc(C(F)(F)F)cc2)[nH]c(=O)c1NC(=O)c1ccc(F)c(F)c1	19	-4	0	-9	1	-1	8
CCCC(=O)Nc1nnc(-c2ccc(Cl)s2)o1	5	-1	-27	23	2	1	8
O=C(Nc1ccc(F)cc1)C1CCN(S(=O)(=O)c2ccc3[nH]c(=O)oc3c2)CC1	12	-2	-6	-4	-3	1	7
COc1ccc(Nc2nnc(SCC(=O)Nc3ccc4[nH]c(=O)[nH]c4c3)s2)cc1	27	-2	-9	-12	-5	-2	7
COc1ccc(NC(=O)NCCc2cccc(Cl)c2)cc1OC	-9	0	-12	-2	-2	2	-6
CCN1CCN(S(=O)(=O)c2ccc(Cl)c(C(=O)N(C)Cc3ccc(Cl)cc3Cl)c2)CC1	-6	-6	-1	4	8	-220	1
CC(C)NC(=O)N(C)C[C@@H]1Oc2c(NC(=O)Nc3ccc(F)cc3)cccc2C(=O)N([C@@H](C)CO)C[C@@H]1C	-2	0	-11	-5	-12	-1	10
CS(=O)(=O)Nc1ccc2c(c1)[C@@H]1C[C@@H](CC(=O)NCCN3CCCCC3)O[C@@H](CO)[C@@H]1O2	-4	-3	-22	-8	-4	-46	-2
Cc1ccc(-c2csc(NC(=O)CSc3nc4ccccc4c(=O)n3CCCN(C)C)n2)cc1	11	/	-36	-18	4	4	/
CCOC(=O)CSC(=S)NC(=O)c1ccc(OC)cc1	2	/	7	11	/	/	/
Nc1cccc2[nH]c(C(F)(F)F)nc12	9	15	16	-13	0	16	4
C[C@H]1CN([C@@H](C)CO)C(=O)Cc2cc(NC(=O)C3CC3)ccc2O[C@@H]1CN(C)Cc1ccc(C(=O)Nc2ccccc2N)cc1	3	5	8	-10	-6	0	-14
Cn1c(SCc2ccccc2C#N)nc2ccccc2c1=O	-3	-2	13	-21	10	-2	9
CCOc1cc(C(=O)Nc2cc(OC)cc(OC)c2)ccc1OCC(=O)N1CCOCC1	4	-4	1	5	-7	1	14
CC1CN(S(=O)(=O)c2ccc(C(=O)Nc3ccc(S(=O)(=O)Nc4nccs4)cc3)cc2)CC(C)O1 (stereo not given)	-5	-7	18	4	16	1	0
COc1ccc(C(NCC(=O)NC(C)c2ccc(Cl)cc2)c2ccccc2)cc1 (stereo not given)	-7	1	4	9	11	3	-3
COC(=O)c1cccc(C(=O)N2CCCC(CCC(=O)N(C)CCc3ccccn3)C2)c1 (stereo not given)	-8	3	-7	1	0	2	-3
CSc1ccc(CNc2nnnn2C)cc1	7	2	19	0	-1	0	5
COc1cc(OC)cc(C(=O)NCCSc2c[nH]c3ccccc23)c1	1	-1	14	28	30	0	3
CCOC(=O)C1(Cc2ccc(Cl)cc2)CCN(C(=O)c2cc(C)nc(C)n2)CC1	10	-1	-12	8	-7	-1	-1
COc1ccc(NC(=O)c2ccc3c(c2)CCN3S(=O)(=O)c2ccccc2)c(OC)c1	17	-5	11	-7	0	0	3
CSc1sc(-c2nnc(SCC(=O)Nc3ccc(Cl)cc3)n2C)c2c1C=CCC2	4	-4	11	/	11	-3	1
COC(=O)C[C@@H]1C[C@H]2c3cc(NC(=O)Nc4ccc(OC)cc4)ccc3O[C@H]2[C@@H](CO)O1	12	/	-11	0	-16	/	-11
COc1ccc(/C=C/C(=O)OCC(=O)Nc2ccc3c(c2)OCO3)cc1	24	1	-6	-5	1	0	-1
CCCCN1C(=S)NC[C@@H]1Cc1ccccc1	-6	0	-16	9	-4	-4	-9
O=C1C(=Cc2ccc(Cl)cc2)CCc2ccccc21	-1	3	-87	/	-13	3	1
CCN(CC)C(=O)C1c2ccccc2Oc2ccccc21	-7	-4	-4	10	6	1	2
Cc1ccc(C(O)P(=O)(OCCC(C)C)c2ccc(N(C)C)cc2)cc1 (stereo not given)	28	3	-4	1	5	4	-4
Cc1cccc(NC(=O)CN2CCOCC2)c1C	13	3	-18	/	1	0	11
Nc1nc(COc2ccc(F)cc2Cl)nc(N2CCCCC2)n1	1	2	-2	3	4	0	-1
CC(=O)N(Nc1ccccc1)c1ccccc1	-28	-4	7	-3	1	-4	11
COCCNC(=O)C1CCCN(C(=O)c2cccnc2Oc2ccccc2)CC1 (stereo not given)	-7	/	-9	/	6	-4	12
N#Cc1cccc(-c2ccc3c(c2)[C@@H]2[C@@H](CCN2C(=O)c2ccc4c(c2)OCO4)[C@H](CO)N3)c1	14	3	16	2	15	2	8
CCCNC(=O)N1C[C@@H](O)COC[C@@H]2O[C@@H](CC(=O)NCc3ccncn3)CC[C@H]21	15	-4	-19	1	5	0	0
CC12CCC(=O)C=C1CCC1C2C(O)CC2(C)C1CCC2(O)C(=O)CO (stereo not given)	19	-1	9	-2	14	3	-11
Cc1ccccc1-c1nc2c3ccccc3nc(=S)n2[nH]1	0	-2	-6	3	-9	0	4
CSCCC1NC(=O)N(CC(=O)Nc2ccc(Cl)c(S(=O)(=O)N3CCOCC3)c2)C1=O (stereo not given)	30	0	12	/	11	0	2
CCOc1cc(/C=C/C(=O)N(CC)CC(=O)NCc2cccs2)cc(Cl)c1OC	-16	1	1	-25	1	-2	3
COC(=O)C(NS(=O)(=O)c1ccccc1Cl)c1ccccc1 (stereo not given)	7	2	0	-1	-6	-1	5
COc1cc(/C=C2/CC/C(=C/c3ccc(O)c(OC)c3)C2=O)ccc1O	-1	-1	71*	-1	59*	-1	6
Cc1ccc(NC(=S)NC(=O)C2CCCCC2)c(Br)c1	-77	3	-267	-1	-110	0	-5
CC(C)NC(=O)N(C)C[C@H]1OCCCC[C@@H](C)Oc2ccc(NS(=O)(=O)c3cn(C)cn3)cc2C(=O)N([C@@H](C)CO)C[C@@H]1C	-13	1	-16	3	-4	6	-2
Cc1ccsc1C(=O)N1CCCC(C)(C(=O)O)C1 (stereo not given)	-5	/	-2	/	-4	-1	-6
CC(C)n1cc(/C=C2\NC(=O)N(c3cccc(Cl)c3)C2=O)c2ccccc21	10	0	/	2	/	-1	/
O=C(NCC[C@H]1CC[C@H](NC(=O)Nc2cc(F)ccc2F)[C@@H](CO)O1)Nc1ccc(F)cc1	-6	6	/	-8	5	-1	16
Carrying on:
SMILES	LGR2 antag	SIRT5 inh	PAX8 reporter	ARNT-TACC3 inh	EWS-Fli block	Casp6 inh	DENV2 CPE
C=CCOc1ccc(C(=O)CC)cc1OC	-30	-1	3	-2	-7	2	1
COCCN(Cc1cn(C)nc1-c1ccccc1F)C(C)C	/	0	-5	-14	6	3	-5
O=C(Nc1nnc(-c2ccccc2)o1)C1CCCCC1	-4	-2	4	-3	-3	-2	7
CC(O)CSc1nc2c(c(=O)[nH]c(=O)n2C)n1CC(O)COc1ccccc1 (stereo not given)	-5	-2	15	-6	1	-1	0
O=C(Nc1ccccc1F)N[C@@H]1C=C[C@H](CC(=O)N2CCCCC2)O[C@@H]1CO	-10	0	-8	-5	0	-2	0
C[C@H]1CN([C@@H](C)CO)C(=O)c2cc(-c3ccccc3)cnc2O[C@H]1CN(C)Cc1ccccc1	-2	0	/	-1	9	1	-2
COc1ccc2nc3n(c(=O)c2c1)-c1cc2ccccc2cc1C(=O)NC3Cc1ccc(O)cc1 (stereo not given)	-12	-2	51	/	43	3	-11
COc1cccc(-c2nn(-c3ccccc3)cc2CN(C)C(C)c2ccon2)c1 (stereo not given)	9	0	-45	0	6	2	0
C[C@@H]1CN([C@@H](C)CO)S(=O)(=O)c2ccc(C#Cc3cccc(F)c3)cc2O[C@H]1CN(C)C(=O)CN1CCOCC1	8	5	/	7	5	12	-5
Cc1cc(N/N=C/c2ccccc2Cl)nc(NCc2ccccc2)n1	-2	/	-43	14	/	/	/
Cc1c(C(=O)NCc2ccc(S(N)(=O)=O)cc2)oc2ccc(Cl)cc12	-2	0	-12	/	-29	/	7
C/C(=N/NC(=O)c1cccs1)c1ccc(N2CCOCC2)cc1	-12	2	?	-2	-66	1	4
Cc1cccc(C(=O)NCCc2csc(C)n2)c1	-5	0	5	-2	-2	-2	2
COc1ccccc1C(=O)NC(CCSC)C(=O)N1CCN(C(C)=O)CC1 (stereo not given)	3	1	-8	-4	-6	-5	1
COCC(=O)N[C@@H]1C=C[C@H](CC(=O)N2CCCCC2)O[C@H]1CO	1	/	-5	/	2	/	/
CCCC(=O)Nc1ccc2c(c1)OC[C@@H](C)NC[C@H](C)[C@H](OC)CN(C)C2=O	0	0	0	3	-5	/	-1
O=C(NCc1csc(-c2cccs2)n1)Nc1cccc(Cl)c1	-7	-2	-6	-7	17	-1	2
Cc1cccc(-n2c(-c3csc(C)c3C)n[nH]c2=S)c1	1	-5	-10	2	-3	-4	2
CC(C)OC(=O)[C@@H](Cc1ccccc1)N[C@H](/C=C/c1ccccc1)[C@@H](O)Cc1ccccc1	28	0	2	/	-10	-3	-11
O=C(CCNC(=O)c1ccc(Br)cc1)Nc1ccccc1N1CCOCC1	-5	-5	3	-5	-3	-1	2
O=C(Nc1cccc(Cl)c1)c1cc(S(=O)(=O)N2CCCCC2)c[nH]1	/	-2	4	5	11	-1	-11
CN(C)C(=O)c1ccc(-c2ccc3c(c2)[C@H]2[C@H](CCN2Cc2cncnc2)[C@H](CO)N3)cc1	12	/	-17	24	-1	/	-8

Full records from above. Order of values: LGR2 antag	SIRT5 inh	PAX8 reporter	ARNT-TACC3 inh	EWS-Fli block	Casp6 inh	DENV2 CPE
COc1ccc(NC(=O)c2ccc3c(c2)CCN3S(=O)(=O)c2ccccc2)c(OC)c1 reads 17	-5	11	-7	0	0	3
CC(C)NC(=O)N(C)C[C@@H]1Oc2c(NC(=O)Nc3ccc(F)cc3)cccc2C(=O)N([C@@H](C)CO)C[C@@H]1C reads -2	0	-11	-5	-12	-1	10
CCOc1cc(C(=O)Nc2cc(OC)cc(OC)c2)ccc1OCC(=O)N1CCOCC1 reads 4	-4	1	5	-7	1	14
CC(C)NC(=O)N(C)C[C@H]1Oc2ncc(C#CCC3CCCC3)cc2C(=O)N([C@H](C)CO)C[C@@H]1C reads -13	1	/	-25	7	-6	-6
Cc1cc(N/N=C/c2ccccc2Cl)nc(NCc2ccccc2)n1 reads -2	/	-43	14	/	/	/
